14-3-3 Bad inh = disrupts binding of bovine 14-3-3 zeta to phospho-Bad peptide. TR-FRET 14-3-3zeta/Dy647-pBad peptide displacement, 1 h. inhibition, % at 21.7 µM. AID 781. P63103. hit rate 0.71% among 220,000;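 active means inhibition above about 70%, limit read from the data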;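 further: 0% = full 14-3-3 plus peptide FRET controls and 100% = background without 14-3-3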
Target sequence (P63103 whole entry, looked up): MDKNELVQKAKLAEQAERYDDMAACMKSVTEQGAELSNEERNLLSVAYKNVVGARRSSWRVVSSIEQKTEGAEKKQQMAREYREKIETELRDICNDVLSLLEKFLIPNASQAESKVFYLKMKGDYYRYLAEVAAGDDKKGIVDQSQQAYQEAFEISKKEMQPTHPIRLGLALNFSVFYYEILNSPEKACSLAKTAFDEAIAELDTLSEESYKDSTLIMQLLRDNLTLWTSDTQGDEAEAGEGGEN
p47phox inh = blocks human p47phox regulatory protein of NADPH oxidases | inhibition, % at 24.7 µM | p47phox/p22phox peptide binding, fluorescence polarization, 2 h | hit rate 0.53% among 220,000 | P14598;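 further: 0% = p47phox with labelled peptide and 100% = labelled peptide alone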
KLK5 inh = kallikrein 5 (human) inhibition | hit rate 0.59% among 210,000 | Q9Y337 | inhibition, % at 5 µM | recombinant hK5, fluorogenic AMC substrate cleavage;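 active means inhibition of 40% or more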;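 further: 0% = enzyme controls without compound and 100% = no-enzyme blanks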
eIF4E-4G inh = blocks eIF4E binding to eIF4G; P63073+Q04637; TR-FRET eIF4E-eIF4GI(517-606) binding, 2 h; inhibition, % at 21.7 µM; hit rate 0.37% among 220,000;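 further: 0% = full FRET control wells and 100% = background wells lacking eIF4GI fragment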
Thrombin inh = blocks human thrombin protease activity; inhibition, % at 5 µM; AID 1046; hit rate 0.26% among 220,000; alpha-thrombin, Boc-VPR-AMC fluorogenic substrate cleavage; P00734;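 active means inhibition at or above 40%; inactive means inhibition below 40%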;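 further: 0% = enzyme with no compound and 100% = wells without enzyme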
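Material: Human alpha-thrombin protein | Buffer or medium: pH 7.5 Tris-saline with Tween 20 | Reagent: Boc-VPR-AMC substrate, 15 µM final | Schedule: Reaction at ambient temperature | Detection: AMC fluorescence at 355 nm excitation and 460 nm emission | Evaluation: Percent inhibition scaled between no-compound controls and no-enzyme blanks | Controls: no-compound enzyme wells and no-enzyme blanks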
KCC2 mod = KCC2 (human) Cl- transport modulation | hit rate 2.2% among 190,000 | KCC2 cells, thallium flux FluoZin-2 fluorescence | Q9H2X9 | AID 1456 | B-score of Tl+ flux slope (higher = more flux/activation; lower = inhibition) at 10 µM;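 active means thallium flux slope and its plate-corrected score both differing from the plate sample mean at a set confidence after two filtering rounds, in either direction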;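 further: slope of fluorescence scaled to starting intensity during 10 to 20 s after thallium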
Rad51 HR inh = Rad51 (human) homologous recombination inhibition; Q06609; hRad51 DNA strand exchange, fluorescence dequenching; inhibition, % at 10 µM; hit rate 0.085% among 200,000; AID 1385;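 active means inhibition above 40% at the single screening dose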;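 further: 0% = DMSO control wells and 100% = blanks with heterologous ssDNA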
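Material: hRad51 filaments on single-stranded DNA; Reagent: Donor/quencher-labelled 47-bp dsDNA substrate; Compound: 10 µM final, single point; Schedule: 37 °C 15-min filament assembly, 30-min compound preincubation, 15-min exchange; Technique: FRET fluorescence, excitation 485 nm, emission 520 nm; Benchmarks: control wells and blank wells on each plate.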
Furin inh = blocks human furin protease activity; inhibition, % at 30 µM; hit rate 0.061% among 220,000; purified furin, fluorogenic substrate cleavage; in the data active means inhibition above about 25%; further: inactives centre near -15
Target sequence (P09958 108-714 limits assumed): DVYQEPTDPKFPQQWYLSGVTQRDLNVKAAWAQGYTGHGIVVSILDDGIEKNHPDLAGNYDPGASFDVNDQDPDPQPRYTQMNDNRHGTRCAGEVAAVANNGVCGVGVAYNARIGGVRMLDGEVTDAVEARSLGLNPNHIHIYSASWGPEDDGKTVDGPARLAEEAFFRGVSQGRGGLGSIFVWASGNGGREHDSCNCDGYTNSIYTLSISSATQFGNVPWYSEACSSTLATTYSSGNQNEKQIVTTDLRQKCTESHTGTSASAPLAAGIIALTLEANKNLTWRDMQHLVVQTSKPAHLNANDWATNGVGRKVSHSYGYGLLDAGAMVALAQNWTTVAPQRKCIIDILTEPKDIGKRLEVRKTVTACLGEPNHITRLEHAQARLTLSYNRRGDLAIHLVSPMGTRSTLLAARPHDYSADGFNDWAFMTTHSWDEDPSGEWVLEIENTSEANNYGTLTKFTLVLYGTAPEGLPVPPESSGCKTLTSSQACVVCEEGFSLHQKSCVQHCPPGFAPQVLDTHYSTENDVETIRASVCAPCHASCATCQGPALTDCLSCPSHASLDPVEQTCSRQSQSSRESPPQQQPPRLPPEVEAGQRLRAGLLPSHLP
EBV gp42 inh = blocks Epstein-Barr virus glycoprotein 42 binding; inhibition, % (tested at 21.74 µM); Fluorescence polarization binding assay, mP read-out; AID 1085; hit rate 0.42% among 220,000; in the data active means inhibition above about 50%
Target sequence (Q1HVG2 whole entry, looked up): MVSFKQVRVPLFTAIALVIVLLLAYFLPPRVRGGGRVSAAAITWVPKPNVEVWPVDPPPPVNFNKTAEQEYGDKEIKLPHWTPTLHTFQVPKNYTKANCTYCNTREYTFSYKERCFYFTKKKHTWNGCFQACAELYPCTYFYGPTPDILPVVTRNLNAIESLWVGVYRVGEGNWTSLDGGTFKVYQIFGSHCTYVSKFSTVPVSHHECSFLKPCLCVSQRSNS
* marks the source's active call; other numbers are inactive results; x = not tested or not shown; [ ] = remark or other dose.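 How the source made its calls, unless noted: active means inhibition above about 30% (limit read from the data); inactive means the rest.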

Start of the data: the first 2 compounds, to show the layout:
KCC2 mod	EBV gp42 inh	KLK5 inh	p47phox inh	Thrombin inh	Rad51 HR inh	14-3-3 Bad inh	eIF4E-4G inh	Furin inh	structure
-0.53	-16	-3	-16	4	-1	1	-4	-17[20 µM]	CCOC(=O)C(CC)Sc1nnc2cc(C)c3ccccc3n12 (stereo unspecified)
-0.54	0	-7	1	-13	2	-13	3	-8	Cc1ccc(/C=N/N2CCCCC2)o1

Results, from the first entry:
KCC2 mod	EBV gp42 inh	KLK5 inh	p47phox inh	Thrombin inh	Rad51 HR inh	14-3-3 Bad inh	eIF4E-4G inh	Furin inh	structure
-0.53	-16	-3	-16	4	-1	1	-4	-17[20 µM]	CCOC(=O)C(CC)Sc1nnc2cc(C)c3ccccc3n12 (stereo unspecified)
-0.54	0	-7	1	-13	2	-13	3	-8	Cc1ccc(/C=N/N2CCCCC2)o1
-0.14	-4	8	4	6	0	-4[fluorescence artefact?]	-4[fluorescence artefact?]	-5[20 µM]	C=CCN1C(=O)/C(=C\c2cccs2)C(C(=O)OC)=C1C
1.3	-14	-2	-9	4	1	-18	-1	-11	CC(=O)c1ccc(NC(=O)C2CCC(C)(C(=O)O)C2(C)C)cc1 (stereo unspecified)
1.4	-12	-7	4	1	-2	-4[fluorescence artefact?]	4[fluorescence artefact?]	-20	CCn1c(=O)cc(OCC(=O)N2CCc3ccccc32)c2ccccc21
0.094	4	7	-7	-1	8	7	0	-21	COc1ccc(S(=O)(=O)N(Cc2ccccc2)Cc2nc3ccccc3c(=O)[nH]2)cc1
-0.34	-14	-19	-10	0	-9	8	3	-13	O=C(NCc1ccncc1)C(=O)N/N=C/c1ccccn1
-0.88	-5	-8	-9	-1	13	-12	-1[fluorescence artefact?]	1	CCc1cc2c(SCC(=O)N3CC(=O)Nc4ccccc43)ncnc2s1
x	-10	2	-6	-10	5	3	0	-19	CCC(Sc1nc(C)cc(C)n1)C(=O)O (stereo unspecified)
x	-1	-5	-18	2	0	-3[fluorescence artefact?]	-2	3	OC(CN1C2=NCCCN2c2ccccc21)c1ccc(Cl)cc1 (stereo unspecified)
0.57	-5	-10	-10	2	x	-11[fluorescence artefact?]	-4	-18	CC(C)OC(=O)c1sc2nc3c(cc2c1N)C(=O)CCC3
-0.56	-4	2	6	-6	-1	0	-3	-13	Cc1ccc(NC(=O)N2CCN(S(=O)(=O)c3ccccc3)CC2)cc1
-0.64	-12	-17	-10	0	11	-9[fluorescence artefact?]	0	-19[20 µM]	C/C(=N/NC(=O)c1ccoc1C)C12CC3CC(CC(C3)C1)C2
1	0	1	-4	-1	2	1	0	-11	CCN1CCN(c2cc(C)c3cc(NC(=S)N4CCCC(C)C4)ccc3n2)CC1 (stereo unspecified)
-0.15	1	-29	-11	-7	2	-7	-6	-18	CCOC(=O)C1=CN(Cc2ccc(OC)cc2)C=C(C(=O)OCC)C1c1cccs1
-2.3	8	-12	-17	0	-2	1	5	-10[20 µM]	O=C(CCc1ccc(S(=O)(=O)NCCc2ccccc2)cc1)NCc1ccc2c(c1)OCO2
-3.4	-3	18	-2	-7	-8	-7	-1	-18	Clc1ccccc1-c1nnc2n1-c1ccccc1SC2
0.61	-3	0	2	-5	2	9	5	-15	Cn1c(NC(=O)c2cc(Cl)ccc2Cl)cc(=O)n(C)c1=O
-0.57	-8	-8	-21	-11	-1	-1	-12	-27	CCOC(=O)c1ccc(NC(=O)c2c(C)[nH]c(C(=O)OCC)c2C)cc1
0.049	5	-11	0	2	21	-13	1	-27	CCCS(=O)c1nc(C)cc(C)c1S(C)(=O)=O (stereo unspecified)
0.58	-1	6	-15	-2	-2	4	1	-29	Clc1ccc(Cc2noc(-c3cccs3)n2)cc1
-0.13	-16	-17	-4	4	0	4	2	-18[20 µM]	CC(=O)Nc1nonc1NC(=O)c1ccc(F)cc1
0.95	-8	3	2	-18	-29	7	-2	-10	COCCN1Cc2cccc(C(=O)Nc3ccc(S(=O)(=O)N4CCCCC4)cc3)c2C1=O
-0.033	-11	2	1	-6	-8	-11	-4	-30	CN(C)C(=O)C1C2NC(=S)N(c3ccccc3)C1(C)Oc1ccccc12 (stereo unspecified)
x	-6	-14	2	-8	1	-1[fluorescence artefact?]	0[fluorescence artefact?]	-19	O=C(CCCCCN1C(=O)C2C3C=CC(C3)C2C1=O)Nc1nccs1 (stereo unspecified)
x	-6	0	-8	0	2	-8	-1	-26	CCN1CCCC1Cn1cnc2c([nH]c3ccc(Cl)cc32)c1=O (stereo unspecified)
-0.018	-6	1	x	0	x	-4	3	-29	O=C(NCCCO)c1cc2ccccc2[nH]1
-1.3	-2	0	-7	-2	x	-27	-1	-11	CN(C)c1ccc(/C=C/c2nnnn2-c2ccccc2)cc1
1.3	-14	-4	-29	1	1	-7	7[fluorescence artefact?]	-17	COc1ccc(N2CCN(C(=O)CCCC3=NS(=O)(=O)c4ccccc4N3)CC2)cc1
x	-22	-1	-52	2	-1	10	8	-18	CC12CCC(C(=O)N3CCCc4ccccc43)(CC1=O)C2(C)C (stereo unspecified)
0.49	-7	1	-7	-2	13	-10	-1	-28	Cc1ccc(NC(=O)C(=O)NCCc2c[nH]c3ccccc23)c(C)c1
x	-12	0	-17	-3	-8	-11	-7	-9	Cc1ccccc1Nc1nnc(SCC(=O)c2c(N)n(C)c(=O)n(C)c2=O)s1
-0.26	-13	5	-10	0	-2	11	0	-29	O=C(Nc1ccccc1C(F)(F)F)N1CCCC(O)C1 (stereo unspecified)
x	-9	-6	-1	-1	-2	8	2	-7[20 µM]	Cc1nc(C)c(-c2csc(NCCc3ccccc3)n2)s1
0.0019	-5	18	-4	9	-8	4	1	2	O=C1CC(N2CCN(Cc3ccc(Cl)cc3)CC2)C(=O)N1CCc1ccccc1 (stereo unspecified)
-0.6	-10	-2	1	4	-3	11	-1	-6	O=C(CN1CCCCC1)NN(Cc1ccccc1)c1ccccc1
-0.43	20	-5	-15	-26	-4	-7	-5	-28	Cc1nnc(SCC(=O)NC(=O)NC(C)C)s1
-0.52	10	6	-1	-5	-2	-6[fluorescence artefact?]	0	-11	CN(C)c1ccc(NS(=O)(=O)c2ccc(Cl)cc2)cc1
2.2	-32	2	-51	-1	1	27	-3[fluorescence artefact?]	-19[20 µM]	COc1ccc(C2CC(c3c(-c4ccccc4)c4cc(Cl)ccc4[nH]c3=O)=NN2S(C)(=O)=O)cc1OC (stereo unspecified)
x	6	4	-14	0	4	6	4	-27[20 µM]	CC1CC(=O)c2cnc(N3CCOCC3)nc2C1 (stereo unspecified)
0.043	-15	2	1	1	2	2[fluorescence artefact?]	-2[fluorescence artefact?]	-21[20 µM]	O=C(Oc1ccc(N(Cc2cccs2)C2=NS(=O)(=O)c3ccccc32)cc1)c1ccco1
x	3	-41	-51	-1	-187	64	4[fluorescence artefact?]	3[20 µM]	CCOC(=O)Cc1csc(NC(=O)c2sc3nc4c(C)cc(C)cc4cc3c2N)n1
0.65	4	-1	-19	-7	-2	8	4	-4[20 µM]	COCCNC(=O)C(OC(=O)c1cc2oc(C)cc2n1C)C(C)C (stereo unspecified)
-0.14	-18	-16	0	-1	3	15	-3	-2[20 µM]	O=C(NCCNc1ccc([N+](=O)[O-])cc1)c1ccccc1Br
x	3	-26	-21	-12	-1	8[fluorescence artefact?]	3	-26[20 µM]	O=C(Nc1ccc2c(c1)OCCO2)C1CCN(S(=O)(=O)c2ccc3c(c2)OCCO3)CC1
x	-38	-16	-8	-9	3	-2[fluorescence artefact?]	-18[fluorescence artefact?]	-8[20 µM]	O=C(NCc1cccs1)c1nn2cccnc2c1Cl
1.9	-18	4	-10	4	8	-6	-1	-19	O=C(Cc1ncon1)Nc1ccc(F)c(F)c1F
0.14	-15	2	-7	-4	x	4	-6	-25	Cn1cc(S(=O)(=O)NCCc2ccccc2)c(=O)n(C)c1=O
x	-5	-13	-4	-7	2	19	18	-20[20 µM]	COc1ccc(NC(=O)CN2CCCCC2)c([N+](=O)[O-])c1
-0.086	1	-6	1	-5	6	19	-36	-6	O=C(Cn1c(=O)c2sccc2n(Cc2ccc([N+](=O)[O-])cc2)c1=O)NCCc1ccccc1
0.41	-18	-11	-9	4	-16	-4[fluorescence artefact?]	6[fluorescence artefact?]	-22[20 µM]	CCOC(=O)C1C(=O)NC(N2CCOCC2)=NC1c1ccco1 (stereo unspecified)
x	-22	-1	-2	-6	0	-2	5	0	COC(=O)c1cn(NC(=O)Cc2ccccc2Br)c(=O)c2ccccc12
-0.065	-21	0	-6	-1	4	-4	-3	-25	CCOC(=O)c1c(C)cc(C)[nH]c1=O
0.1	1	-3	0	-2	10	-6	4	-5	CC1CN(c2nc3ccccn3c(=O)c2/C=C(\C#N)C(N)=O)CC(C)O1 (stereo unspecified)
-0.28	-13	-4	-12	-1	-1	11	4	-26	COc1ccc(S(=O)(=O)n2nc(-c3cc(OC)c(OC)c(OC)c3)cc2N)cc1OC
1.2	1	-4	5	-6	0	-11	-2	-26[20 µM]	CC1(C)CC(=O)C=C(NCCN2CCN(C(=O)Nc3ccccc3)CC2)C1
-0.024	-10	7	-6	3	1	-14	2	-11	CCCc1nc2oc3c(NCc4ccccn4)ncnc3c2c2c1COC(C)(C)C2
0.99	-17	4	-16	4	0	5[fluorescence artefact?]	6	-8	COc1cc(CO)cc(Br)c1OCC(=O)O
-1.1	-15	-10	-27	-1	3	7	3	-25	Cc1cc(C)cc(C(=O)N2CCN=C2SCc2ccc([N+](=O)[O-])cc2)c1
0.32	-8	-5	-13	-4	7	0	16	-25	CCc1ccc(NC(=O)NCC2CCN(c3ccc(OC)cc3)C2)cc1 (stereo unspecified)

Continuation.
KCC2 mod	EBV gp42 inh	KLK5 inh	p47phox inh	Thrombin inh	Rad51 HR inh	14-3-3 Bad inh	eIF4E-4G inh	Furin inh	structure
0.3	-9	-8	-2	-7	-5	3	0[fluorescence artefact?]	-11	CCNC(=O)OCC12CC3CC(CC(C3)C1)C2
1.4	-30	-10	-49	3	-2	-2[fluorescence artefact?]	-16	-8[20 µM]	CCc1sc2nc(SCC(=O)Nc3cc(C)on3)n(-c3cccc(OC)c3)c(=O)c2c1C
0.92	4	-27	-11	-8	-5	-1[fluorescence artefact?]	1[fluorescence artefact?]	-9	COC(=O)C1=C(C)N(c2ccc(OC)c(OC)c2)C(=O)C1
x	5	2	-3	-3	-6	23	-6	-18	O=C(CSc1nc2c(cnn2-c2ccc(F)cc2)c(=O)[nH]1)N1CCCc2ccccc21
-2.5	-1	4	-12	-2	1	3	-2[fluorescence artefact?]	-21[20 µM]	N#C/C(=N\Nc1cccc(Cl)c1)C(=O)c1ccccc1
-0.5	-21	-7	-2	-15	-25	-1	-1	-14	Fc1ccccc1/C=N/Nc1nc(N2CCCCC2)nc(N2CCCCC2)n1
-2.2	-15	1	-4	-3	-15	4	7	-5	COc1ccc(Nc2cc(C)c3c(O)cccc3n2)cc1
0.012	0	-6	x	4	x	-4	0	-33	CCOC(=O)NC(=S)Nc1cccc(NC(=S)NC(=O)OCC)c1

Full records from above.
`CCc1cc2c(SCC(=O)N3CC(=O)Nc4ccccc43)ncnc2s1` is listed with KCC2 mod: -0.88; EBV gp42 inh: -5; KLK5 inh: -8; p47phox inh: -9; Thrombin inh: -1; Rad51 HR inh: 13; 14-3-3 Bad inh: -12; eIF4E-4G inh: -1[fluorescence artefact?]; Furin inh: 1
`Cn1c(NC(=O)c2cc(Cl)ccc2Cl)cc(=O)n(C)c1=O` is listed with KCC2 mod: 0.61; EBV gp42 inh: -3; KLK5 inh: 0; p47phox inh: 2; Thrombin inh: -5; Rad51 HR inh: 2; 14-3-3 Bad inh: 9; eIF4E-4G inh: 5; Furin inh: -15
